Compound activity: PubChem, Broad Institute
GSK3A inh – blocks human GSK-3 alpha kinase; AID 2650; 320,000 tested, 0.1% active; inhibition, % at 10 µM; ADP-Glo luminescence, 60 min;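 in the data active = inhibition above about 50%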;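 also: GST-tagged GSK-3 alpha with peptide substrate and 25 µM ATP; 0% = DMSO neutral wells and 100% = GW8510 positive control wells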
Target sequence (P49840 whole entry, looked up): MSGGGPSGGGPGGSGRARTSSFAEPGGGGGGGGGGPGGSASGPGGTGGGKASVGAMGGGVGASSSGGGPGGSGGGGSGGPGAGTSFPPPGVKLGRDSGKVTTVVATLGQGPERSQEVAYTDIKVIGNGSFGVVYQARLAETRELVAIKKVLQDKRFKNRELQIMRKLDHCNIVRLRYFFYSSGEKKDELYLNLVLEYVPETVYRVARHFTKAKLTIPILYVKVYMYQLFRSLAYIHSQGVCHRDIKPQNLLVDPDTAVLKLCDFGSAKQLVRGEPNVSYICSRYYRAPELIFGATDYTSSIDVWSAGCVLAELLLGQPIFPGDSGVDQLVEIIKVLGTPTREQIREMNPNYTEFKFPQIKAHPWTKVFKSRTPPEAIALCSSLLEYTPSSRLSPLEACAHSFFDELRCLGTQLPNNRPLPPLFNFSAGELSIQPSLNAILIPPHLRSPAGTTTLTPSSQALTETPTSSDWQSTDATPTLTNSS
The depositor's hits bear a star.

Structure,GSK3A inh
COc1ccccc1OCCNC(=O)C(CCSC)NC(=O)COc1ccccc1 (stereo not drawn),-1.0
O=C(O)CCc1ccc(S(=O)(=O)Nc2ccccc2N2CCCCC2)cc1,-0.1
COc1ccc(C2=Nn3c(nnc3-c3ccccc3F)SC2)cc1OC1CCCC1,0.5
CC[C@](C)(O)c1cc2ccccc2c(=O)o1,-1.7
CC(C)(C)OC(=O)NCCCCCNC(=O)c1nc[nH]c1C(=O)N1CCN(c2ccccc2)CC1,-1.6
O=C(Nc1cccc(F)c1)C1CCCN(C(=O)c2ccc(Cl)cc2)C1 (stereo not drawn),-4.1
Cc1nnc(SCC(=O)N(C2CCCCC2)C2CCS(=O)(=O)C2)n1C (stereo not drawn),-0.9
CC(=O)c1cccc(NC(=O)/C=C/c2ccc(S(=O)(=O)N3CCOCC3)cc2)c1,-1.1
Cc1c(C(C)CCCO)oc(=O)c2c1Oc1c(C)c(C(C)C[C@@H](C)O)oc(=O)c1C2 (stereo partly drawn),-0.7
CCOc1ccc(Oc2ccc(NS(=O)(=O)c3cc(C(=O)O)ccc3Cl)cc2)cc1,-2.6
O=C(CN1CCN(Cc2ccc3c(c2)OCO3)CC1)Nc1ccc2[nH]c(=O)[nH]c2c1,-0.1
Cc1cc(C(=O)OC(C)C(=O)NC2CCCCC2)c(C)o1 (stereo not drawn),-2.4
Cc1cc(NC(=O)COC(=O)C2CC2)ccc1Br,-0.1
O=C(COC(=O)c1ccc(F)cc1Cl)NC1CCCCCCC1,-0.2
Cc1c(N(C)C)c(=O)n(-c2ccccc2)n1C,-2.7
N#CCCN(C(=O)COC(=O)CCc1nc2ccccc2c(=O)[nH]1)c1ccccc1F,-1.8
CCOc1ncccc1C(=O)NCC(c1ccco1)N1CCCCC1 (stereo not drawn),1.3
Cc1cc(F)cc(C)c1Cn1cnc2c(cnn2C(C)(C)C)c1=O,3.4
COc1ccc2c3n(nc2c1)CCN=C3c1cc(Cl)c(N)c(Cl)c1,2.0
CSCC[C@H](NC(=O)C1CCN(S(=O)(=O)c2ccc(C)cc2C)CC1)c1nc2ccccc2[nH]1,0.8
Cc1ccc(F)c(Cn2cnc3c(cnn3C(C)(C)C)c2=O)c1Cl,-2.2
CCCn1c(SCC(=O)N(C)C2CCS(=O)(=O)C2)nc2sc3c(c2c1=O)CCC3 (stereo not drawn),-4.6
C/C=C(/C)C(=O)O[C@@H]1Cc2c(ccc3ccc(=O)oc23)OC1(C)C,-3.4
O=C1C=C(c2ccc3c(c2)OCO3)C[C@@H](c2ccc(F)cc2)C1,1.6
CN(Cc1ccccc1)C(=O)c1ccc2c(c1)S(=O)(=O)N=C1CCCCCN12,-5.4
O=C(COC(=O)C(CO)NS(=O)(=O)c1ccc(Br)cc1)Nc1ccc2c(c1)OCCO2 (stereo not drawn),-0.3
COCCn1c(C)cc(C(=O)CSc2nnc(C3CC3)n2C2CC2)c1C,-3.5
CC(CNC(=O)COC(=O)c1cccs1)c1ccccc1 (stereo not drawn),-6.6
COc1ccc(S(=O)(=O)Nc2cccc3c2O[C@H](CN(C)Cc2ccc(C(=O)O)cc2)[C@@H](C)CN([C@H](C)CO)C3=O)cc1,-3.7
O=C(NCc1cccc(F)c1)c1cccc2c1C(=O)c1ccc(N3CCC(Cc4ccccc4)CC3)cc1S2(=O)=O,-0.4

Arranged by the number under GSK3A inh (largest number first): 5 of the compounds above.
Structure,GSK3A inh
COc1ccc2c3n(nc2c1)CCN=C3c1cc(Cl)c(N)c(Cl)c1,2.0
Cc1c(C(C)CCCO)oc(=O)c2c1Oc1c(C)c(C(C)C[C@@H](C)O)oc(=O)c1C2 (stereo partly drawn),-0.7
Cc1ccc(F)c(Cn2cnc3c(cnn3C(C)(C)C)c2=O)c1Cl,-2.2
Cc1c(N(C)C)c(=O)n(-c2ccccc2)n1C,-2.7
COc1ccc(S(=O)(=O)Nc2cccc3c2O[C@H](CN(C)Cc2ccc(C(=O)O)cc2)[C@@H](C)CN([C@H](C)CO)C3=O)cc1,-3.7

The results go on:
Structure,GSK3A inh
CCOc1ccc(Cl)cc1C1=CC(=O)C[C@H](c2ccc(OC)cc2)C1,2.2
Cc1cc(C(=O)OCC(=O)N(C)c2ccccc2)c(C)o1,-1.4
COc1ccccc1C(=O)NC(=O)COC(=O)c1oc2ccccc2c1C,-4.8
CC1CC(C)CN(C(=O)c2ccc(Br)c(S(=O)(=O)N3CCOCC3)c2)C1 (stereo not drawn),-4.4
Cc1ccccc1OCCC(=O)Nc1ccccc1C(=O)N1CCCCC1,-3.4
COC(=O)[C@]1(C)N[C@H](CN(C)C(=O)Nc2ccc(C(F)(F)F)cc2)[C@@H]2C(=O)N(C)C(=O)[C@@H]21,-0.9
O=C(COC(=O)c1cc(S(=O)(=O)N2CCOCC2)ccc1F)c1ccccc1,1.8
Cc1ccc(S(=O)(=O)N2CCN(C(=O)[C@H](Cc3ccccc3)NC(=O)c3ccco3)CC2)cc1C,0.4
CC(Sc1nnc(-c2ccco2)o1)C(=O)Nc1ccc(OC(F)F)cc1 (stereo not drawn),-1.5
COCCN(C(=O)CN1CCc2ccccc21)c1c(N)n(Cc2ccccc2)c(=O)[nH]c1=O,3.4
COc1ccc(CNC(=O)COC(=O)c2cc(S(=O)(=O)N3CCOCC3)ccc2O)cc1OC,-1.9
CCCCn1c(SCC(=O)NC(=O)Cc2ccccc2)nc2ccccc2c1=O,3.0
CC(=O)C[C@H](O)CC(=O)[C@@H]1OC(=O)CCCCCCc2ccccc21,-4.3
CCN(CC)S(=O)(=O)c1cc(NC(=O)c2ccc3c(c2)NC(=O)C(C)S3)ccc1C (stereo not drawn),0.1
Cc1ccc(C(=O)c2nc(C(=O)NCCO)nc3ccccc23)cc1,0.3
O=C(CCN1C(=O)C2CC=CCC2C1=O)OCC(=O)c1ccc(F)cc1 (stereo not drawn),-2.9
COc1ccc(-c2nnc(C(C)Nc3cccc(C(=O)NC4CC4)c3)o2)cc1 (stereo not drawn),-2.2
Cc1ccccc1-n1nnnc1SCC(=O)NCC1(N2CCOCC2)CCCCC1,-3.5
CC(=O)N1CCN(S(=O)(=O)c2cccc(C(=O)OCC(=O)N(CCC#N)c3ccc(F)cc3)c2)CC1,1.5
Cc1cnc(C(=O)OCC(=O)Nc2cccc3ccccc23)cn1,0.2
COc1ccc(Br)c(C(=O)OCC(=O)NC(=O)NC2CCCC2)c1,-2.9
O=C(Nc1cccnc1)c1ccc([N+](=O)[O-])s1,1.8
CCSc1nnc(NC(=O)C2CCN(C(=O)c3ccc(F)cc3)CC2)s1,1.5
Cc1ccc(C(=O)c2ccccc2C(=O)OCC(=O)N2C(C)CCCC2C)cc1 (stereo not drawn),-0.4
COc1cccc(NC(=O)CN(C)C(=O)CCCc2nc3ccccc3c(=O)[nH]2)c1,-0.3
Nc1c(C(=O)CSc2nnnn2-c2ccccc2)c(=O)[nH]c(=O)n1C1CC1,-0.1
Cc1ccc(S(=O)(=O)N2CCN(C(=O)CN3C(=O)NC(C)(c4ccc(Cl)cc4)C3=O)CC2)c(C)c1 (stereo not drawn),-2.0
Cn1nc(C(=O)Nc2ccccc2N2CCOCC2)ccc1=O,13.7
CC(C)NC(=O)Nc1cccc2c1O[C@H](CN(C)C(=O)NC1CCCCC1)[C@H](C)CN([C@H](C)CO)C2=O,2.5
O=C(CNCc1ccco1)Nc1cc(S(=O)(=O)N2CCOCC2)ccc1N1CCOCC1,1.1
Cc1ccc(C)c(OCC(=O)NCC(C)(C)N2CCOCC2)c1,-0.4
CCOc1ccc(C(=O)NCC(=O)OCCN2C(=O)c3ccccc3C2=O)cc1OCC,-1.1
COc1cc(Cl)c(C)cc1NC(=O)CSc1nnc(CN2CCCC2)o1,-0.7
C[C@@H](NC(=O)c1[nH]cnc1C(=O)Nc1ccc(Cl)cc1)c1ccccc1,0.9
CN(C(=O)CN1CCCCCC1)c1c(N)n(Cc2ccccc2)c(=O)[nH]c1=O,5.0
COc1ccc(CNC(=O)CC2C[C@H](C(=O)N(C(C)C)C(C)C)[C@@]3(C)c4[nH]c5ccccc5c4CCN3C2=O)cc1OC (stereo partly drawn),-0.1
CN(CC(=O)Nc1cccc(S(=O)(=O)NC2=NCCC2)c1)Cc1cccc(F)c1,1.9
COc1ccc(CN2Cc3cccc4c3[C@@H](CC2=O)[C@H](O)[C@H](O)C4)cc1,-3.2
O=C(CN1C(=O)NC2(CCCCCC2)C1=O)NCc1ccc(Cl)cc1,-0.3
COc1ccc([C@H]2CC(=O)C=C(c3ccc(C)cc3)C2)cc1,-1.7
COc1ccc(S(=O)(=O)N2CCOCC2)cc1NC(=O)CC(C)c1ccccc1 (stereo not drawn),-1.5
CO[C@@]12[C@H](COC(N)=O)C3=C(C(=O)C(C)=C(N)C3=O)N1C[C@@H]1N[C@@H]12,0.0
CN(Cc1ccc(OC(F)F)cc1)C(=O)c1ccc(S(=O)(=O)N(C)c2ccccc2)cc1,-2.6
CCOC(=O)[C@H]1[C@H]2COc3cc(OC)ccc3[C@@H]2N2C(=O)N(c3cccc(F)c3)C(=O)[C@@]12C,-4.7
COc1ccccc1N(CC(=O)N/N=C(\C)c1ccc(F)cc1)S(=O)(=O)c1ccccc1,-0.4
C[C@@H]1COC(=O)[C@@H](CC(=O)OC(C)(C)C)C/C=C\C[C@@H](CC(=O)N[C@H](CO)Cc2ccccc2)C(=O)N1,-2.6
COc1ccc(-c2nnc(SCC(=O)NC(=O)Cc3ccccc3)n2C)cc1,3.5
CCOc1ccccc1Nc1nnc(SCC(=O)NC2CC2)s1,0.6
COc1ccc(S(=O)(=O)Nc2cccc3c2O[C@H](CN(C)Cc2ccncc2)[C@@H](C)CN([C@H](C)CO)C3=O)cc1,0.7
CC(CNC(=O)CN1C(=O)NC2(CCOc3ccccc32)C1=O)c1ccccc1 (stereo not drawn),-2.4
CC(=O)Nc1ccc(S(=O)(=O)N(C)CC(=O)OCC(=O)c2ccc3c(c2)NC(=O)CO3)cc1,0.3
Cc1cc(C(=O)OCC(=O)Nc2cccc([N+](=O)[O-])c2)c(C)o1,-2.5
O=C(COC(=O)c1cc([N+](=O)[O-])ccc1N1CCOCC1)c1ccc(F)cc1,1.2
CC(=O)Nc1ccc(C2=CC(=O)C[C@H](c3ccc4c(c3)OCO4)C2)cc1,4.1
CC(C)(C)OC(=O)C[C@@H]1C/C=C\C[C@H](CC(=O)N(CCO)Cc2ccccc2)C(=O)N[C@@H](Cc2ccccc2)COC1=O,-0.3
CCc1ccc([C@@H]2CC=C(C(=O)O)[C@H](c3ccccc3F)N2S(=O)(=O)c2ccc(C)cc2)cc1,-1.2
COCC(C)n1c(C)cc(C(=O)COC(=O)c2cc(=O)[nH]c3ccccc23)c1C (stereo not drawn),-8.4
CCN(CC(=O)NCc1cccs1)C(=O)c1cc(Br)ccc1O,5.1
O=C(NCC(=O)N1CCN(Cc2ccccc2)CC1)c1cccs1,-0.1
CCn1c(C)nc2cc(C(=O)NNC(=O)c3ccc(C)cc3)ccc21,0.2

(more compounds)
Structure,GSK3A inh
Cc1ccc(NC(=O)COC(=O)CCC2CCCC2)cc1S(=O)(=O)N1CCOCC1,-2.3
O=C(COC(=O)c1ccc2ncsc2c1)Nc1ccc(Cl)cc1,6.6
Cc1cc(C)c(NC(=O)CNC(=O)c2ccc3c(=O)n4c(nc3c2)CCC4)c(C)c1,-3.3
O=C(COC(=O)c1ccc([N+](=O)[O-])o1)NC1CCCCC1,-2.0
CC(C)C(NC(=O)c1ccc(F)cc1)C(=O)NC1(C)CCS(=O)(=O)C1 (stereo not drawn),2.8
COC(=O)c1c(C)[nH]c(C(=O)CN2C(=O)C3CC=CCC3C2=O)c1C (stereo not drawn),0.1
O=C(Nc1ccc(Cl)cc1)c1nc[nH]c1C(=O)NCc1ccccc1,-1.6
O=C(COC(=O)CNC(=O)c1ccc(Cl)cc1)NC1CCCCCC1,18.3
CC(C)(O)c1cc2ccccc2c(=O)o1,8.8
CCCCN(C(=O)COC(=O)c1ccc(C)s1)c1c(N)n(CCC)c(=O)[nH]c1=O,-1.8
CCCc1cc(NC(=O)COC(=O)c2ccc(O)cc2O)n(-c2ccccc2)n1,1.6
Cc1ccc(NC(=O)CCC(=O)c2ccc(Cl)s2)nc1,-6.9
O=C(COC(=O)c1cc2ccccc2cc1O)NC1CCCCC1,-1.8
Nc1cc(S(=O)(=O)N2CCCCC2)ccc1N1CCCCC1,-2.3
CN(C(=O)c1ccc(NC(=O)Cc2cccc(NC(=O)C3CCCN(C(=O)CCc4ccccc4)C3)c2)cc1)C1CCCC1 (stereo not drawn),-1.1
C#CCOCCOCCOCCNc1nc(N2CCOCC2)nc(N2CCN(C(=O)CCCCCCCCCCNC(=O)Cn3cc(CCCCCN)nn3)CC2)n1,0.8
N#Cc1ccc(NCC(=O)N2CCN(S(=O)(=O)c3ccccc3)CC2)cc1,13.9
C[C@@H]1NS(=O)(=O)[C@H]2C[C@@H]3C=C[C@]2(O3)[C@H]1OC(=O)c1ccccc1Br,-0.2
COc1ccc([C@H]2CC(=O)C=C(c3ccnc4ccc(Cl)cc34)C2)cc1,-2.7
O=C(COc1cccnc1[N+](=O)[O-])Nc1ncc(Cl)cc1Cl,-2.0
CC(OC(=O)c1cccs1)C(=O)NC1CCCCC1C (stereo not drawn),-1.9
COc1ccccc1NC(=O)c1ccc(NC(=O)COC(=O)c2cncc(Br)c2)cc1,3.2
COc1cc([N+](=O)[O-])ccc1NC(=O)COC(=O)c1c[nH]c(=O)[nH]c1=O,0.8
CC1CCCCC12NC(=O)N(CC(=O)OCc1c(F)cccc1Cl)C2=O (stereo not drawn),0.6

Some of the compounds tested; count on the stated rates, not on these rows.
